Bioassay records (PubChem)
NPY2 pot ag: NPY-Y2 potentiators or agonists, primary screen, cell-based. Neuropeptide Y receptor type 2 (Homo sapiens), P49146. cells expressing NPY-Y2, potentiator/agonist read-out. activation, % at 3.6 µM. 220,000 compounds, 0.45% hits; in the data active = activation above about 27%;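 note: cells stimulated with NPY near EC25 plus isoproterenol at EC100; 0% = vehicle plus submaximal agonist and 100% = vehicle plus saturating agonist; some results beyond the cut were filed as inactive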
Target sequence (P49146 whole entry, looked up): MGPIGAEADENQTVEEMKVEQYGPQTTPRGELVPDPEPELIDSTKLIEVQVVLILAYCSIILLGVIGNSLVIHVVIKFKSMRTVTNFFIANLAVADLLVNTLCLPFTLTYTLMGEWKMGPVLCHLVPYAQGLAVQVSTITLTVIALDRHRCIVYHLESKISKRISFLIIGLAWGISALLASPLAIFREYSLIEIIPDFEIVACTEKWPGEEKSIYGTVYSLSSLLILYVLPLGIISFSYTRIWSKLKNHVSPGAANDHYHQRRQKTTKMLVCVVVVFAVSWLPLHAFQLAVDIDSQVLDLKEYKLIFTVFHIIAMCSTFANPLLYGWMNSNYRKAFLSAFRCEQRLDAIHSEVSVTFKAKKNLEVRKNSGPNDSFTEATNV
NPY-Y1 antag: NPY-Y1 receptor antagonists, primary screen, cell-based; Neuropeptide Y receptor type 1 (Homo sapiens), P25929; HEK293-CNG Y1 cells, membrane potential fluorescence; NPY at EC95, then isoproterenol; inhibition, % at 3.6 µM; 200,000 compounds, 1% hits; AID 1040, 2008;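 active = inhibition above the campaign mean inhibition of all tested compounds plus 3 SD, cut at about 20% in these data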;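 note: 0% = DMSO wells given NPY plus isoproterenol and 100% = isoproterenol alone without NPY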
Target sequence (P25929 whole entry, looked up): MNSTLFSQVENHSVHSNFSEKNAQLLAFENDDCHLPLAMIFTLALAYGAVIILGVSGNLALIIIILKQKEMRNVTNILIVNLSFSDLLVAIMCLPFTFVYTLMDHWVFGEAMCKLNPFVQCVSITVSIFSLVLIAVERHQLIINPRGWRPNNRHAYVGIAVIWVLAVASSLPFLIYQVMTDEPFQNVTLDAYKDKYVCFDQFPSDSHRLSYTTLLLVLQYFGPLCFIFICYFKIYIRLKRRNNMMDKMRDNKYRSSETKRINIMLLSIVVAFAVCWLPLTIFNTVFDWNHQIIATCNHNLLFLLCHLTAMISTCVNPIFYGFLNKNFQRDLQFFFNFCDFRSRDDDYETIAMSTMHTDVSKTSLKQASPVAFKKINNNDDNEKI
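Material: HEK293 cells with Y1 receptor plus CNG channel; times: compound incubation 1 h at room temperature, readout 45 min post-stimulation; signal: fluorescence, membrane potential probe; read-out basis: fluorescence ratio normalized to % inhibition between controls; benchmarks: full-block control isoproterenol-only wells, zero-block control NPY plus isoproterenol wells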
BaF3 tox: parental Ba/F3 cell viability inhibition, counter-screen for JAK2V617F inhibitor project, murine pro-B, CellTiter-Glo luminescence | 220,000 compounds, 1.1% hits | CellTiter-Glo ATP luminescence | inhibition, % at 5.6 µM | AID 1486, 2009;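 active = inhibition above a per-campaign cutoff, the mean inhibition of all tested compounds plus 3 SD, cut at about 27% in these data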;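 note: 0% = DMSO wells and 100% = JAK Inhibitor I control wells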
S1P4 antag: S1P4 receptor antagonists, primary screen, cell-based. inhibition, % at 4.98 µM. 220,000 compounds, 0.26% hits. Sphingosine 1-phosphate receptor 4 (Homo sapiens), O95977. AID 1510, 2009. S1P4-expressing cells, antagonist mode, reporter read-out; in the data active = inhibition above about 29%;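 note: 0% = wells stimulated with agonist and 100% = vehicle wells without agonist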
CHOP inhibitor: inhibitors of CHOP promoter induction, primary screen, cell-based, unfolded protein response, luciferase reporter. CHO-K1 CHOP-promoter luciferase, tunicamycin-induced, 15-18 h. 220,000 compounds, 3.8% hits. inhibition, % at 10 µM;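 active = compounds that reduced the stress-induced luciferase reporter signal by more than about 70% of percent inhibition, limit read from the data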;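 note: 0% = tunicamycin plus vehicle and 100% = wells without tunicamycin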
NPY-Y1 PAM-ag: NPY-Y1 receptor potentiators or agonists, primary screen, cell-based | Neuropeptide Y receptor type 1 (Homo sapiens), P25929 | 220,000 compounds, 0.37% hits | NPY-Y1 expressing cells, potentiator/agonist activation | activation, % at 3.6 µM; in the data active = activation above about 33%, passing the limit was not always enough;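 note: cells stimulated with NPY at EC10 then isoproterenol at EC100; 0% = low agonist plus stimulus and 100% = saturating agonist plus stimulus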
Ba/F3 V617F tox: reduced viability of JAK2V617F-dependent Ba/F3 cells, primary screen, JAK2V617F inhibitor project, cell-based, Ba/F3 EpoR-JAK2V617F, luminescence. 220,000 compounds, 1.1% hits. ATP luminescence. AID 1446, 2008. inhibition, % at 5.6 µM;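 active = inhibition above the campaign mean plus 3 SD over all tested compounds, cut at about 24% in these data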;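 note: cytokine-independent growth of Ba/F3 cells driven by EpoR plus mutant JAK2; 0% = DMSO-treated cells and 100% = JAK inhibitor I control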
NCF1 inh: p47phox/p22phox peptide binding inhibitors, primary screen, biochemical, uHTS, NADPH oxidase regulatory subunit; Neutrophil cytosol factor 1 (Homo sapiens), P14598; fluorescence polarization, 2 h; inhibition, % at 24.7 µM; 220,000 compounds, 0.53% hits;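 active = inhibition above about 30%, limit read from the data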;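 note: 0% = p47phox with labelled peptide and 100% = labelled peptide alone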
S1P4 ag: S1P4 receptor agonists, primary screen, cell-based | activation, % at 4.98 µM | S1P4-expressing cell line, agonist reporter assay | AID 1509, 2009 | 220,000 compounds, 0.35% hits | Sphingosine 1-phosphate receptor 4 (Homo sapiens), O95977; in the data active = activation above about 11%;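 note: 0% = DMSO vehicle and 100% = reference agonist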
* = called active by the depositor; . = not tested or not shown.

Values run as follows: NPY2 pot ag | NPY-Y1 antag | BaF3 tox | S1P4 antag | CHOP inhibitor | NPY-Y1 PAM-ag | Ba/F3 V617F tox | NCF1 inh | S1P4 ag
- O=C(NCc1ccccc1)c1ccc(CS(=O)(=O)Cc2ccccc2F)o1
 : -15 | -1 | 2 | -10 | -20 | -9 | -2 | 1 | 1.7
- COc1ccccc1NS(=O)(=O)c1cccc(NC(=O)Nc2ccc(Cl)cc2)c1
 : 31* | -9 | 0 | -3 | 9 | 19 | -1 | -37 | 1.1
- C=CCn1c(-c2ccc(N)cc2)nc2ccccc21
 : 2 | 1 | 1 | -4 | 30 | -5 | -2 | -4 | -2.1
- NNC(=O)c1ccc(COCC(F)(F)C(F)F)cc1
 : -37 | . | 6 | -4 | -3 | -16 | -4 | -10 | -0.6
- COc1cccc(-c2cc(C(=O)N3CCCCCC3)no2)c1
 : -14 | 4 | 7 | -4 | -19 | 3 | 6 | -3 | -1.9
- C=CCn1c(COc2ccccc2F)nnc1SCC(=O)Nc1cc2oc3ccccc3c2cc1OC
 : -3 | 3 | 2 | -3 | 58 | -16 | -3 | -19 | -0.4
- N#CC(C(=S)Nc1ccccc1)c1nc2ccccc2[nH]1 (stereo not given)
 : -3 | . | -1 | -3 | -139 | 14 | -3 | -25 | 0.1
- CCOC(=O)c1ccc(N2C(=O)CC(C)(CC)CC2=O)cc1
 : 4 | . | -3 | -3 | 14 | -1 | -3 | -18 | -1.7
- Cc1ccc(NC(=O)CC2SCCNC2=O)cc1Cl (stereo not given)
 : -14 | -3 | 0 | -6 | 30 | 0 | 2 | -4 | 0.1
- O=C(Nc1ccc2c(c1)OCO2)c1cccc(F)c1
 : 6 | 4 | 2 | 0 | -2 | -2 | -3 | -3 | 0.6
- O=C1CC(c2ccccc2)SC(N(c2ccccc2)c2ccccc2)=N1 (stereo not given)
 : -2 | 12 | 5 | -13 | 21 | 5 | 1 | -7 | 0.6
- CCC(=O)N1c2ccccc2NC2=C(C(=O)CCC2)C1c1ccc(N(C)C)cc1 (stereo not given)
 : -9 | -3 | 4 | -9 | -6 | -20 | 2 | -12 | 1.8
- COc1ccc(/C=N/NC(=O)c2ccc(N(C)S(=O)(=O)c3ccccc3)cc2)cc1
 : -14 | -1 | -1 | -4 | 35 | -3 | -4 | -1 | 0.4
- COCCCNC(=O)C(Cc1ccccc1)NS(=O)(=O)c1ccc2c(c1)c(=O)n(C)c(=O)n2C (stereo not given)
 : -11 | -1 | 2 | -19 | -22 | -7 | 0 | -1 | 1.9
- CN(C)c1nc(SCCOC(=O)COc2ccc(Cl)cc2Cl)nc(N(C)C)n1
 : -13 | 2 | 4 | -4 | 16 | -34 | 1 | 4 | -1.1
- CN(C)c1nnnn1-c1ccc(OC(F)(F)F)cc1
 : 9 | 1 | 1 | -11 | 32 | 16 | 2 | -5 | -0.1
- FC(F)Sc1ccc(NC(=S)NC(c2ccccc2)c2ccccc2)cc1
 : -3 | -1 | 4 | -2 | 54 | -4 | -2 | -3 | 1.6
- Cc1cc(C)n(-c2ccc(C(=O)NCc3ccc(F)cc3)cc2)n1
 : 3 | -1 | -1 | -16 | 14 | -22 | 2 | -3 | 0.2
- CCN(CC)C(=O)c1ccc2c(=O)n(CCOC)c(=S)[nH]c2c1
 : 18 | -1 | 6 | 1 | 25 | 32 | -1 | -4 | 1.7
- CC(C)N1C[C@@]23C=C[C@@H](O2)C(C(=O)OCc2ccccc2)[C@H]3C1=O (stereo not given in full)
 : 7 | 1 | 5 | -7 | -21 | -11 | 3 | -4 | 1.8
- CCOC(=O)c1ccccc1NC(=O)c1ccccc1SC
 : -18 | 24* | 7 | -7 | 67 | -46 | 4 | -7 | -1.2
- CCOC(=O)C1(CCCc2ccccc2)CCN(C(=O)C2CCCO2)CC1 (stereo not given)
 : -16 | 7 | 10 | -11 | 57 | -12 | 4 | 6 | -0.4
- CCc1ccc(NC(=O)C(C)OC(=O)c2cc(=O)[nH]c3ccc(S(=O)(=O)Nc4ccc(F)cc4)cc23)cc1 (stereo not given)
 : 8 | -3 | 7 | -15 | -6 | -7 | 0 | -14 | -0.5
- CCCOC(=O)c1ccc(NC(=O)C(=O)NCC2CCCO2)cc1 (stereo not given)
 : 1 | 0 | 5 | -28 | 26 | -4 | 2 | -24 | 1.2
- CN(c1ccccc1)S(=O)(=O)c1cc(C(=O)N2CCN(c3ccccn3)CC2)ccc1Cl
 : 13 | 4 | 4 | 4 | 11 | 14 | 9 | -11 | -4.1
- O=C1c2ccccc2C(=O)c2cc(NC(=O)C3CC3)ccc21
 : 2 | 0 | 2 | 1 | 42 | -11 | -3 | 1 | -1.4
- COc1ccc(C(=O)c2oc3ccccc3c2N)cc1
 : 11 | 3 | -1 | -1 | 26 | 11 | 0 | -16 | 2.1
- Cc1ccc(C)c(NC(=O)CN(C)C(=O)/C=C/c2ccco2)c1
 : -4 | 0 | 1 | -14 | -12 | 5 | -2 | 3 | 1.0
- CC(/C=N/Nc1ncc(C)c(=O)[nH]1)=C\c1ccccc1
 : -17 | 16 | 7 | 6 | 11 | -4 | 3 | -17 | 0.6
- C=CCn1c(SCn2nnc3ccccc3c2=O)nnc1-c1ccc(Br)cc1
 : -5 | -2 | 3 | 1 | -9 | 0 | 4 | -6 | -1.5
- Cc1nc2scc(-c3ccc(C(C)(C)C)cc3)c2c(=O)n1N
 : 14 | -1 | 3 | -8 | 76* | 2 | -3 | -10 | 1.8
- COc1ccc(/C=C2\C(=O)c3ccccc3OC2c2ccccc2)cc1 (stereo not given)
 : 3 | . | 2 | 2 | 4 | 16 | 0 | -13 | 0.9
- Cc1ccccc1Nc1ncnc2c1cnn2Cc1ccccc1
 : 0 | . | -5 | -2 | 36 | 17 | -4 | 13 | 0.1
- CCCCN(CC(=O)NC(C)(C)C)C(=O)C(=O)Nc1ccc2c(c1)OCCO2
 : 7 | 0 | 3 | 3 | 0 | 12 | 3 | 2 | 2.1
- FCCCOc1ccc(/C=N/OCc2ccc(Cl)cc2Cl)cc1
 : 2 | 8 | 0 | -14 | 41 | -10 | -6 | -10 | -2.7
- O=[N+]([O-])c1nn(-c2ccccc2)n(O)c1=NCc1ccc2c(c1)OCO2
 : -21 | 4 | 3 | -10 | 6 | -24 | 5 | -4 | 0.7
- CCOc1ccc(OCCOCCOc2c(Cl)cccc2Cl)cc1
 : -6 | 10 | 2 | -7 | . | -15 | -2 | . | -1.8
- O=C(CCc1nc2ccccc2c(=O)[nH]1)NCc1ccccn1
 : -3 | -1 | 2 | -6 | -2 | -3 | 3 | -4 | 0.5
- COc1ccc(NC(=O)CC2C(=O)N(CCc3ccccc3)C(=S)N2Cc2cccnc2)cc1 (stereo not given)
 : 32 | -10 | 6 | -4 | 41 | 26 | 2 | -12 | -1.8
- O=C(COC(=O)c1cnc(Cl)c(Cl)c1)NCc1ccco1
 : 0 | 1 | 6 | -17 | 7 | -6 | -1 | -8 | 1.0
- Fc1ccc(/C=N/Nc2ccccn2)cc1
 : -8 | -3 | 6 | -14 | 29 | -29 | 2 | -12 | -1.1
- CCOC(=O)C1CCCN(C(=O)c2cn(CC)c3ccc(S(=O)(=O)N4CCCC4)cc3c2=O)C1 (stereo not given)
 : -13 | -3 | 8 | 1 | 1 | 3 | 4 | -2 | 1.0
- Cc1[nH]n(-c2ccccc2)c(=O)c1C(=O)c1ccc([N+](=O)[O-])cc1
 : 0 | 0 | 3 | -10 | 28 | 7 | 0 | 0 | 0.7
- Cc1ccc(NC(=O)c2nc[nH]c2C(=O)N2CCOCC2)c(C(=O)c2ccccc2)c1
 : 3 | -1 | 6 | -4 | 8 | 15 | -1 | -1 | 0.3
- CCOC(=O)N1CCN(C(=O)CSCC(=O)Nc2nc(-c3ccccc3)cs2)CC1
 : -14 | -4 | 0 | -12 | 4 | -27 | -1 | -14 | -2.0
- Cc1csc(SCc2c(C(=O)O)oc3ccccc23)n1
 : -3 | 5 | -4 | -7 | -23 | -8 | -4 | -3 | 1.0
- CCc1ccc(NC(=O)CSc2nnc(Cc3cccn3C)n2-c2ccc(F)cc2)cc1
 : 15 | 3 | 5 | -91 | 65 | 14 | -3 | -33 | 0.3
- c1ccc(-c2csc(NC3=NCCCCC3)n2)cc1
 : 10 | 5 | 6 | -37 | 7 | -16 | 1 | -6 | 0.3
- COc1ccc(-c2ccc(CCC(=O)O)n2NC(=O)c2ccc(O)cc2)cc1
 : -8 | 4 | 6 | -3 | 18 | -9 | 1 | 3 | 0.7
- Cc1nc(SCc2ccccc2)c(C(F)(F)F)c(=O)[nH]1
 : -20 | 5 | 3 | -2 | 36 | -9 | 3 | 4 | 2.9

Going on with the list.
Values run as follows: NPY2 pot ag | NPY-Y1 antag | BaF3 tox | S1P4 antag | CHOP inhibitor | NPY-Y1 PAM-ag | Ba/F3 V617F tox | NCF1 inh | S1P4 ag
- CC(C)c1ccc(NC(=S)NC2CCN(Cc3ccccc3)CC2)cc1
 : 9 | -1 | 0 | -11 | 60 | 8 | -3 | -11 | 0.4
- Fc1cccc(Cl)c1CSc1ccc(-c2ccco2)nn1
 : -7 | 4 | 0 | -14 | -27 | 11 | -3 | -6 | 1.2
- CC(C)NC(=O)NC(=O)CSc1ccccc1F
 : -1 | 3 | 6 | -5 | 11 | 13 | 0 | -10 | 1.8
- O=C(CN1CCSCC1)N/N=C/c1ccc(F)cc1
 : 4 | 2 | 2 | -8 | -3 | -4 | 3 | -1 | -2.4
- C=CCN(c1ccccc1)S(=O)(=O)c1ccc(Cl)c(C(=O)OCC(=O)N(C)C2CCS(=O)(=O)C2)c1 (stereo not given)
 : -2 | -3 | 6 | -9 | 1 | 7 | -1 | -10 | -0.1
- CCOC(=O)C1=C(CC)Nc2ccccc2N=C1NC(=O)c1ccc(OC)c(S(=O)(=O)N2CCCCC2C)c1 (stereo not given)
 : 7 | 14 | 8 | -18 | 14 | 8 | 5 | -74 | 0.2
- Cn1cc([N+](=O)[O-])c(C(=O)N(Cc2ccccc2)Cc2ccccc2)n1
 : 15 | -2 | 5 | -6 | 15 | 2 | -3 | 0 | 0.5
- Cc1[nH]c2ccc(F)cc2c1CCN1C(=O)OC(C)(C)C1(C)O (stereo not given)
 : -6 | . | -1 | 13 | 4 | -12 | 4 | -11 | -0.1
- COc1cc(/C=C2\COC/C(=C\c3cc(OC)c(OC)c(OC)c3)C2=O)cc(OC)c1OC
 : -5 | . | 105* | 17 | 106* | -11 | 99* | -19 | 2.1

Ordered by count of non-hydrogen atoms (highest first): some entries from above
Values run as follows: NPY2 pot ag | NPY-Y1 antag | BaF3 tox | S1P4 antag | CHOP inhibitor | NPY-Y1 PAM-ag | Ba/F3 V617F tox | NCF1 inh | S1P4 ag
- CCOC(=O)C1=C(CC)Nc2ccccc2N=C1NC(=O)c1ccc(OC)c(S(=O)(=O)N2CCCCC2C)c1 (stereo not given)
 : 7 | 14 | 8 | -18 | 14 | 8 | 5 | -74 | 0.2
- O=C(CN1CCSCC1)N/N=C/c1ccc(F)cc1
 : 4 | 2 | 2 | -8 | -3 | -4 | 3 | -1 | -2.4
- CC(C)NC(=O)NC(=O)CSc1ccccc1F
 : -1 | 3 | 6 | -5 | 11 | 13 | 0 | -10 | 1.8
